KOR beta-arrestin-1: KOR agonists, beta-arrestin recruitment, primary screen, cell-based, luminescence, uHTS (AID 1777) | hit rate 0.02% among 280,000 | KOR beta-arrestin recruitment, luminescence; higher % means a stronger effect | activation, % at 10 µM, or EC50 in µM where a hit was titrated; in the data active means activation above about 50%, passing the limit was not always enough; further: a part of the inactive calls stands beside numbers as strong as those of hits
NOD1 NF-kB reporter: NOD1 signaling inhibitors, primary screen, cell-based, luminescence, uHTS (AID 1578); NOD1-driven NF-kB luciferase reporter cells, luminescence; higher % means a stronger effect; inhibition, % at 4 µM, or EC50 in µM where a hit was titrated; hit rate 1% among 290,000; in the data active means inhibition mostly above about 36%, no sharp cut-off; inactive means mostly below about 34%;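 further: HEK-293T reporter cells stimulated with the NOD1 agonist gamma-tri-DAP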
T cell modulator: T cell immune modulators affecting CD8 T cell-vesicle binding. 2C CD8+ T cell-vesicle binding, flow cytometry; active compounds read low. calls only at 7 µM. hit rate 0.068% among 330,000. AID 2052;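 active means response, share of CD8 T cells binding vesicles, and their 90th percentile fluorescence all below set limits, cut at about 80% in these data, passing the limit was not always enough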
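Benchmarks: naked versus QL9-loaded vesicles / Assay system: purified 2C TCR transgenic mouse naive CD8+ T cells / Technique: high-throughput flow cytometry with anti-B7-1 and anti-CD8 staining / Timing: Cell–vesicle co-incubation 1.5 h at 37 °C, staining 20 min on ice / Read-out: percent CD8+ FL2 mean versus row control / Probe or stimulus: QL9-loaded Drosophila micro-vesicles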
GPR55 beta-arrestin: selective activators of receptor GPR55 – imaging, U2OS cells, beta-arrestin-GFP redistribution, primary screen (AID 1961); U2OS GPR55 beta-arrestin-GFP redistribution imaging; higher % means a stronger effect; one-dose activation, % at 10 µM; EC50 in µM for titrated hits; hit rate 0.048% among 290,000;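 active means activation above 40% with more than 50 cells counted in the well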;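 further: U2OS osteosarcoma cells stably expressing GPR55 and beta-arrestin-GFP; plate controls were DMSO negative control for no effect and LPI positive control for full effect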
KOR beta-arrestin-2: KOR antagonists, beta-arrestin recruitment, cell-based, luminescence, uHTS (AID 1778); KOR beta-arrestin recruitment, luminescence, antagonist mode; higher % means a stronger effect; inhibition, % at 10 µM, or IC50 in µM where a hit was titrated; hit rate 0.091% among 290,000; further: strong numbers were not always called active
NOD2 inhibition: inhibition of NOD2-driven NF-kB reporter – cell-based, luminescence, uHTS, HEK293 (AID 1566); HEK293 NOD2/NF-kB luciferase reporter, luminescence; higher % means a stronger effect; one-dose inhibition, % at 4 µM; EC50 in µM for titrated hits; hit rate 0.63% among 290,000; further: many of its hits are not listed in these tables
GPR55 LPI antagonism: GPR55 antagonists blocking LPI-driven arrestin recruitment, primary screen, imaging, U2OS, beta-arrestin-GFP, LPI agonist (AID 2013); one-dose inhibition, % at 10 µM; IC50 in µM for titrated hits; hit rate 0.13% among 290,000; U2OS GPR55 beta-arrestin-GFP translocation imaging, LPI antagonism; higher % means a stronger effect;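 active means spots per cell inhibited over 60%, with over 100 cells counted and total cytoplasm intensity under 500,000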;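 further: U2OS cells stably carrying GPR55 and arrestin-GFP stimulated by 5 µM LPI near EC80; imaged beta-arrestin-GFP aggregate spots per cell after agonist stimulation; plate controls were LPI-stimulated DMSO wells for no effect and DMSO wells without LPI for full effect; some results filed as inactive read as strong as hits; confirmed hits need IC50 under 10 µM and bright autofluorescent wells are also inconclusive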
NTR1 agonist: agonists of NTR1, primary screen, imaging, U2OS cells, beta-arrestin-GFP, high content (AID 493036); activation, % at 20 µM; NTR1-U2OS beta-arrestin-GFP spot imaging, agonist mode; P30989; hit rate 0.17% among 330,000;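 active means activation at or above 40% of the spot to cytoplasm intensity ratio, with at least 20 cells analyzed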;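 further: 0% = DMSO without peptide and 100% = 100 nM NTR1 peptide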
Target sequence (P30989 whole entry, looked up): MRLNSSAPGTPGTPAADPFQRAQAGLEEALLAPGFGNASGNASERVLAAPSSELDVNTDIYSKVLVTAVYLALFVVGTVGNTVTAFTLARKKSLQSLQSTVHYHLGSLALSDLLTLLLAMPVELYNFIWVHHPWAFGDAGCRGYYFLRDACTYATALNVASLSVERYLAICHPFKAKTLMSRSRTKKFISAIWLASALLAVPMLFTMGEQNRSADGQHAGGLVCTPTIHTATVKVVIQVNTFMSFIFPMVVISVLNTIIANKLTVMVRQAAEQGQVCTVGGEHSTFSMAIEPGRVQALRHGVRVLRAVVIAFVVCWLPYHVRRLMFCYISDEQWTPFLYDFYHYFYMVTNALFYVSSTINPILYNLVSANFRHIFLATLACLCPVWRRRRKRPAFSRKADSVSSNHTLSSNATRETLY
Myeloid diff 2: compounds promoting myeloid differentiation | ER-HoxA9 myeloid progenitors, lysozyme-GFP differentiation, flow cytometry | calls only at 10 µM | hit rate 1% among 360,000;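 active means normalized GFP-positive differentiation at or above the plate's own cutoff, the solvent-only control mean plus 3 SD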;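 further: cells exposed to compound for four days before flow analysis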
T cell modulator vesicle-bound %: recorded beside T cell modulator, whose call it bears; double positive events, %; measured here: CD8+ vesicle-bound cell fraction;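 binding gate set so that unloaded-vesicle control wells show 10% double positive cells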
NTR1 agonist cell count 20 µM: recorded beside NTR1 agonist, whose call it bears; cell count; measured here: cell count, cytotoxicity flag
Myeloid diff 2 GFP+ MAC1+ %: further read-out of Myeloid diff 2, marked with its call; GFP+ MAC1+ double positive, %; measured here: differentiation confirmed by MAC1 staining
Starred values were filed as active, the others as inactive; i = inactive; x = no result given; [ ] = remark or other dose. Unless noted, no stated cut-off is given here; in the data, active means inhibition above about 50%; inactive means the rest. Not all compounds are listed; the hit share may differ from the screen's.

SMILES	KOR beta-arrestin-1	NOD1 NF-kB reporter	T cell modulator	T cell modulator vesicle-bound %	GPR55 beta-arrestin	KOR beta-arrestin-2	NOD2 inhibition	GPR55 LPI antagonism	NTR1 agonist	NTR1 agonist cell count 20 µM	Myeloid diff 2	Myeloid diff 2 GFP+ MAC1+ %
Cc1ccc(C)c(NC(=S)N2CCC(N(C)CC3CCCO3)CC2)c1 (stereo unspecified)	-14%	10%	i	58	-0.1%	25%	-31%	3%	-1.3	57	i	5.1
OCCC1CN(Cc2cccs2)CCN1Cc1ccccc1 (stereo unspecified)	x	-25%	i	59	0.2%	0%[20 µM]	-9%	-6%	-1.3	78	i	1.1
CCOC(=O)/C=C/c1nc(C(=O)OCC)c(C)c(=O)[nH]1	2.1%	-9%	i	24	0.6%	10%	8%	8%	-0.8	93	i	0.3
CCCOc1ccc(NC(=O)C2CC(=O)N/C(=N/N=C(\C)CCc3ccc4c(c3)OCO4)S2)cc1 (stereo unspecified)	-1.1%	-11%	i	45	-0.1%	9%	8%	6%	3.0	47	i	0.2
Cc1cc(C)c(/C([O-])=C(/C(=S)Nc2ccc(SC(F)F)cc2)[n+]2ccccc2)cc1C	0.5%	-31%	i	29	-0.3%	-20%	-6%	12%	3.9	42	i	0.3
CC(C)CC(NC(=O)C(NC(=O)OC(C)(C)C)C(C)C)C(=O)N1CCCC1C(N)=O (stereo unspecified)	13%	-5%	i	48	-0.1%	27%	22%	1%	-0.7	38	i	0.7
CC(C)NOC(=O)c1ccc(Cl)cc1	-1.1%	-24%	i	49	1.3%	-6%	13%	2%	1.0	89	i	0.3
Clc1ccc(Nc2ccccc2)nn1	-5.0%	-1%	i	29	-0.2%	29%	11%	-6%	0.6	60	i	0.1
Cc1cc(=O)oc(C)c1C(=O)NCCCN1CCN(c2ccc(F)cc2)CC1	4.3%	21%	i	49	-0.1%	-5%	4%	15%	-1.4	62	i	9.8
CCN(CC)CCC(=O)Nc1ccc2c(c1)N(C(=O)CN(CC)CC)c1ccccc1CC2	2.8%	16%	i	34	-0.1%	14%	24%	0%	1.2	60	i	0.6
O=C1NC(c2ccc(Cl)c([N+](=O)[O-])c2)Nc2ccccc21 (stereo unspecified)	-1.4%	-8%	i	27	0.2%	-1%	14%	10%	5.1	52	i	0.1
CC(=O)Nc1cccc(/C(C)=N/N2C(C)CCCC2C)c1 (stereo unspecified)	-4.7%	-10%	i	28	0.4%	-13%	4%	8%	-1.4	72	i	0.6
CC(C)(C)c1ccc(S(=O)(=O)N2CCC(NC(=O)c3ccco3)CC2)cc1	-2.6%	2%	i	14	-0.1%	-9%	5%	6%	1.1	56	i	0.5
CC[n+]1c(/C=C2/C=C(C)CC(C)C2)sc2ccccc21 (stereo unspecified)	4.1%	1%	i	32	0.5%	-21%	2%	2%	-0.2	83	i	0.0
CCOc1ccc(C(=O)Nc2nnc(C)s2)cc1OCC	2.0%	-9%	i	55	-0.2%	9%	-1%	-6%	1.4	76	i	1.1
Cc1cccc(OCCCC(=O)Nc2ccc(S(=O)(=O)N3CCCC3)cc2)c1	-5.7%	-6%	i	43	0.0%	-7%	-23%	-3%	-0.9	87	i	0.8
CCC(=O)OCC(=O)Nc1cc([N+](=O)[O-])ccc1Cl	5.4%	-8%	i	38	-0.2%	-21%	3%	4%	1.9	44	i	0.8
CC(=O)N1CCN(S(=O)(=O)c2cccc(C(=O)Nc3ccc4c(c3)OCO4)c2)CC1	-5.2%	-14%	i	39	-0.5%	-4%	-7%	-8%	1.7	53	i	1.4
O=C(Oc1ccc(N(C(=O)c2ccncc2)S(=O)(=O)c2cccs2)cc1)c1ccncc1	x	-15%	i	21	-0.1%	-28%[20 µM]	-3%	14%	0.1	42	i	0.5
COc1ccc(NC(=O)CSc2nccn2Cc2ccco2)cc1OC	-3.4%	-12%	i	12	0.7%	-16%	18%	-1%	-0.3	53	i	1.0
COCc1nc2ccccc2n1Cc1ccccc1C	-1.4%	-42%	i	13	0.5%	-7%	2%	3%	-1.3	74	i	0.9
COc1ccccc1CN1CCN(C(=O)c2ccco2)CC1	1.2%	-22%	i	62	-0.1%	-19%	1%	-7%	-0.3	69	i	0.4
COc1cc(SC)ccc1C(=O)Nc1ccncc1	-1.4%	12%	i	54	-0.1%	-27%[20 µM]	13%	2%	-0.3	100	i	0.5
O=C(NNc1nc(=O)c2cccnc2s1)c1ccccc1O	-1.1%	-21%	i	46	0.6%	23%	1%	6%	5.8	45	i	0.1
COc1ccccc1Cn1c(=S)[nH]c2ccc(F)cc2c1=O	2.9%	1%	i	30	0.0%	5%	22%	9%	4.6	92	x	x
CC(NC(=O)CCCn1cc([N+](=O)[O-])cn1)c1ccccc1 (stereo unspecified)	-2.5%	-28%	i	29	0.2%	-10%	-9%	0%	0.3	60	i	0.2
O=C(CN1CCOCC1)N1CCN(c2ccc3ccccc3n2)CC1	2.3%	-2%	x	x	-0.1%	-20%	10%	-7%	x	x	x	x
CC(C)COP(=O)(c1ccc(N(C)C)cc1)C(O)c1cccnc1 (stereo unspecified)	0.0%	-6%	i	19	0.0%	39%	11%	2%	1.4	47	i	1.1
COc1ccc(CCNC2CC(=O)N(C)C2=O)cc1OC (stereo unspecified)	1.5%	2%	i	56	-0.1%	-11%	9%	-2%	-1.4	74	i	0.6
Cc1cc(C(=O)N2CCCC(C(=O)c3ccc(Cl)cc3C)C2)no1 (stereo unspecified)	-1.0%	-10%	i	35	-0.1%	-15%	0%	3%	4.6	46	i	0.9
CCOC(=O)N1CCN(C(=O)CCc2ccccc2)CC1	-0.4%	-9%	i	61	0.2%	-36%[20 µM]	9%	-13%	0.4	58	i	0.4
COCCNC(=O)c1ccc2snnc2c1	3.3%	-17%	i	56	-0.1%	34%	13%	-7%	3.0	63	i	0.0
O=C(CCC(=O)N(Cc1ccco1)C(C(=O)NC1CCCC1)c1ccncc1)Nc1cccnc1 (stereo unspecified)	-3.8%	-8%	i	28	0.1%	6%	10%	13%	0.3	102	i	0.5
OC(c1ccc2c(c1)OCO2)c1nccc2ccccc12 (stereo unspecified)	-7.3%	6%	i	12	0.0%	16%	14%	2%	1.2	54	i	0.9
CC(OC(=O)c1nsc(Cl)c1Cl)C(=O)NCc1ccco1 (stereo unspecified)	-5.2%	-9%	i	14	0.7%	20%	5%	6%	-1.3	73	i	1.1
O=C(NCCCN1CCCC1=O)c1ccc2c(=O)n(-c3ccccc3F)c(=S)[nH]c2c1	-0.7%	-13%	i	55	-0.5%	27%	11%	-7%	-1.7	63	i	0.7
COc1ccc(OCC(=O)Nc2ccc3c(c2)nc(CN2CCCC2)n3C)cc1	-2.3%	-11%	i	43	0.2%	2%	18%	6%	-0.8	65	i	0.8
O=C(COCc1cc(-c2cccs2)on1)NC1CCCCC1	-5.6%	-15%	i	11	-0.2%	-20%	8%	3%	1.0	56	i	2.7
Cc1ccc(CN2CCN(Cc3c(C)nn(C(C)C)c3C)CC2CCO)o1 (stereo unspecified)	-2.8%	-37%	i	46	-0.2%	-7%	14%	12%	-1.8	93	i	0.0
NC(=O)/C(=C/c1ccco1)NC(=O)/C=C/c1ccccc1	-2.6%	-16%	i	19	-0.3%	-4%	5%	12%	3.4	85	i	0.8
CCOc1ccc(N2CC(C(=O)Nc3ccc(OC)c(S(=O)(=O)N4CCCCC4)c3)CC2=O)cc1 (stereo unspecified)	-6.4%	-40%	i	34	-0.4%	4%	3%	5%	0.7	68	i	0.2
N#Cc1cc(Nc2c(N)nc[nH]c2=O)c([N+](=O)[O-])cc1C#N	-3.7%	-8%	i	42	0.0%	-8%	-1%	4%	-0.5	86	i	0.4
CCOC(=O)CSc1nnc(Cc2ccccc2)n1Cc1ccco1	10%	-26%	i	9	-0.1%	-8%	-30%	2%	0.3	89	i	6.1
Cc1ccc(Cn2c(=N)c(S(=O)(=O)c3ccc(Br)cc3)cc3c(=O)n4ccccc4nc32)cc1	-0.1%	9%	i	7	-0.1%	1%	-22%	0%	0.3	64	i	4.9
O=C(Oc1ccccc1)c1cccc2cccnc12	-2.2%	-34%	i	52	0.4%	35%	2%	4%	0.6	45	i	1.7
COc1ccc(-c2cc(C(=O)NC3CCCC3)no2)cc1	-3.5%	-45%	i	47	-0.3%	-27%	-61%	8%	0.8	48	i	4.7
CCOC(=O)c1[nH]c(C)c(/C(O)=C2\C(=O)C(=O)N(CCCn3ccnc3)C2c2ccncc2)c1C (stereo unspecified)	-2.6%	-17%	i	42	0.7%	0%	5%	24%	0.4	63	i	0.5
COCCn1c(N)c(N(Cc2ccccc2)C(=O)Cc2ccccc2F)c(=O)[nH]c1=O	0.9%	-30%	i	38	-0.4%	-22%	10%	-2%	0.1	48	i	0.9
Cc1cccc2c1cnn2C(=O)CCC(=O)N1CC(C)CC(C)C1 (stereo unspecified)	-4.6%	-27%	i	13	0.0%	-29%[20 µM]	21%	17%	2.9	64	i	3.8
CN(CC(=O)NCCc1ccc(S(N)(=O)=O)cc1)Cc1ccc(Cl)cc1Cl	-5.3%	9%	i	11	0.2%	-5%	40%	-12%	0.0	68	i	2.6
Cc1ccc(-c2noc(C3CCCN(S(=O)(=O)c4ccc5ccccc5c4)C3)n2)o1 (stereo unspecified)	-1.7%	3%	i	35	0.0%	2%	3%	3%	1.7	46	x	x
Cc1cc(NC(=O)c2cc([N+](=O)[O-])ccc2Cl)no1	1.8%	-14%	i	49	-0.1%	-9%	-13%	-5%	0.1	47	i	0.8

3 of these compounds in another layout:
SMILES,KOR beta-arrestin-1,NOD1 NF-kB reporter,T cell modulator,T cell modulator vesicle-bound %,GPR55 beta-arrestin,KOR beta-arrestin-2,NOD2 inhibition,GPR55 LPI antagonism,NTR1 agonist,NTR1 agonist cell count 20 µM,Myeloid diff 2,Myeloid diff 2 GFP+ MAC1+ %
CN(CC(=O)NCCc1ccc(S(N)(=O)=O)cc1)Cc1ccc(Cl)cc1Cl,-5.3%,9%,i,11,0.2%,-5%,40%,-12%,0.0,68,i,2.6
Cc1ccc(-c2noc(C3CCCN(S(=O)(=O)c4ccc5ccccc5c4)C3)n2)o1 (stereo unspecified),-1.7%,3%,i,35,0.0%,2%,3%,3%,1.7,46,x,x
Cc1cc(NC(=O)c2cc([N+](=O)[O-])ccc2Cl)no1,1.8%,-14%,i,49,-0.1%,-9%,-13%,-5%,0.1,47,i,0.8

Assay outcomes from PubChem BioAssay.
